Screens from PubChem.
Granule exo inh: blocks lytic granule exocytosis; TALL-104 LAMP-1 surface exposure, flow cytometry; cells stimulated with thapsigargin and PMA; 360,000 compounds, 0.66% hits; AID 651702; inhibition, % at 10 µM;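 active = inhibition above about 55%, limit read from the data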
Glyco luc inh: blocks N-linked glycosylation in D54 reporter cells | D54 ERlucT glycosylation luciferase reporter, 24 h; percent of 100 nM tunicamycin response | 360,000 compounds, 0.23% hits | reporter increase, % at 12.5 µM;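 active = mean luciferase reporter signal, scaled so untreated is 0 and the glycosylation-blocking control 100, at or above a set limit in every replicate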;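 note: luciferase carries N-glycosylation sites so blocking glycosylation raises the light; 0% = median of neutral control wells and 100% = median of 100 nM tunicamycin wells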
NOD2 RIPK2 PPI: blocks binding of human NOD2 to RIPK2. O43353. CHO BLA complementation NOD2-RIPK2, CCF4 ratio. inhibition, % at 4.98 µM. 360,000 compounds, 0.38% hits; in the data active = inhibition above about 21%;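 note: 0% = vehicle only and 100% = reference blocker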
Target sequence (O43353 whole entry, looked up): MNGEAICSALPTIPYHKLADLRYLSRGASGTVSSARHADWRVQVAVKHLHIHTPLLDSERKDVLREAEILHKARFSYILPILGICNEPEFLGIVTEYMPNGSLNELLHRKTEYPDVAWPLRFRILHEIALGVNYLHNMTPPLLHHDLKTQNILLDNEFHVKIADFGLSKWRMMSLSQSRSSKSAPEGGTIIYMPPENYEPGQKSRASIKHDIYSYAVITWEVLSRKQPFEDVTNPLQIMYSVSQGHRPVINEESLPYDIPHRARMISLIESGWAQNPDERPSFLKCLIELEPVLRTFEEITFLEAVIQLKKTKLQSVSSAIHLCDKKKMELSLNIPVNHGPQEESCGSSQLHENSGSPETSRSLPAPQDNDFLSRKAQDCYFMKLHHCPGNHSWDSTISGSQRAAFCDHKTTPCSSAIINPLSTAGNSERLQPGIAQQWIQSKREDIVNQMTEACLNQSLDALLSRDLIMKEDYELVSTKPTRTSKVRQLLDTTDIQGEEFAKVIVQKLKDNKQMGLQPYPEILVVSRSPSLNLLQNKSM
Vif inh: blocks HIV Vif function. HEK293T cells, Vif self-association by quenched fluorescence, imaging, 24 h. inhibition, % at 7.49 µM. 340,000 compounds, 0.35% hits; in the data active = inhibition above about 50%, passing the limit was not always enough; note: some results filed as inactive read as strong as hits
MC4R ag barr: activates human MC4R beta-arrestin recruitment. U2OS MC4R beta-arrestin complementation, luminescence; percent of melanotan II response, DMSO zero. AID 540308. activation, % at 8.9 µM. 360,000 compounds, 0.98% hits. P32245;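 active = activation above a per-plate cutoff, the mean activation of sample wells on that plate plus 3 SD, cut at about 8% in these data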
Target sequence (P32245 whole entry, looked up): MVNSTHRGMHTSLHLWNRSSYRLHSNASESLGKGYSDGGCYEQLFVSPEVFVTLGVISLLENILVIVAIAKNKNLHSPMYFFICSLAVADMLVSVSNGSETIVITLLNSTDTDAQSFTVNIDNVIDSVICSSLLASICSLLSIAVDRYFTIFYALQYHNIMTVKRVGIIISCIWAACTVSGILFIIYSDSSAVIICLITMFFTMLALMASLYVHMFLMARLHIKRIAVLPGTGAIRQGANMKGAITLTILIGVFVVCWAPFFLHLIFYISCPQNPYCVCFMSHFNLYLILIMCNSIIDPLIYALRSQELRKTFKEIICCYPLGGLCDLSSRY
ABHD5 PLIN5 PPI: blocks binding of human ABHD5 to perilipin-5; Split G. princeps luciferase complementation, luminescence, 4 h; inhibition, % at 4 µM; 360,000 compounds, 0.78% hits; AID 602281;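 active = inhibition above the mean inhibition across every tested compound plus 3 SD, cut at about 22% in these data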;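 note: 0% = DMSO only wells and the 100% control is not disclosed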
ABCB6 inh MLPCN: inhibitors of human ABC transporter ABCB6 | Q9NP58 | K562-ABCB6 porphyrin accumulation, flow cytometry, 1 h; stronger effect = lower value | fluorescence ratio to DMSO, % at 10 µM | 360,000 compounds, 0.19% hits | AID 602162;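 active = fluorescence ratio to DMSO below 75%, the collection mean minus 3 SD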;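 note: signal is porphyrin accumulated inside mitochondria; 100% equals median channel fluorescence of DMSO control wells; lower ratio means ABCB6 inhibition with less porphyrin fluorescence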
aDG glyco up: increases alpha dystroglycan glycosylation | Pro5-aDG cells, alpha-DG glycosylation AlphaScreen (IIH6); 0% Pro5, 100% B10-LARGE cell signal | activation, % at 10 µM | 360,000 compounds, 0.22% hits | AID 624168;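 active = activation of at least 8% versus controls, or a plate z-score of at least 8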;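 note: Pro5 are CHO cells carrying HIG-tagged alpha-DG that lacks glycosylation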
MC4R antag cAMP: blocks human MC4R cAMP signaling. P32245. MC4R-expressing cells, MTII-stimulated cAMP, LANCE TR-FRET. inhibition, % at 6.5 µM. 360,000 compounds, 0.48% hits. AID 540295;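 active = inhibition above its plate's cutoff, the mean of tested wells on that plate plus 3 SD, cut at about 29% in these data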;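 note: 0% = Melanotan II alone and 100% = Melanotan II plus saturating MCL0020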
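Material: U2OS-MC4R stable cell line | Reagent: Melanotan II challenge after compound preincubation | Doses: One concentration, 6.5 µM nominal | Incubation: 30-min compound preincubation, 1-h Melanotan II challenge, 1-h detection, room temperature | Signal: TR-FRET cAMP assay | Replicates: One well per compound, no replicates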
TLR9-MyD88 block: TLR9-MyD88 interaction inhibition | 340,000 compounds, 0.21% hits | CHO BLA complementation TLR9-MyD88, CCF4 FRET ratio | inhibition, % at 4.98 µM;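 active = inhibition above the mean over all tested compounds plus 3 SD, cut at about 21% in these data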;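 note: 0% = DMSO only wells and 100% = clavulanate BLA inhibitor control wells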
Numbers without * were called inactive; / = not tested or not shown. Not all compounds are listed; count on the stated rates, not on these rows.

Granule exo inh | Glyco luc inh | NOD2 RIPK2 PPI | Vif inh | MC4R ag barr | ABHD5 PLIN5 PPI | ABCB6 inh MLPCN | aDG glyco up | MC4R antag cAMP | molecule | TLR9-MyD88 block
-0.8 | 1.0 | -8.4 | 1.1 | -2.1 | -2.4 | 97.0 | -0.1 | -3.1 | CN1CCN(NC(=O)CSc2ccc(Cl)cc2Cl)CC1 | 0.9
1.7 | / | -8.7 | / | -1.4 | 1.2 | 84.0 | -0.2 | 1.9 | CNc1oc(C)nc1S(=O)(=O)c1ccc(C)cc1 | 2.1
-5.8 | 2.2 | -10.0 | -7.0 | -1.9 | 1.1 | 95.0 | -0.4 | 6.7 | CCc1ccc(NC(=O)Cn2cccc2)cc1 | 1.1
-0.6 | 2.7 | 0.2 | -2.5 | -0.7 | -4.9 | 92.0 | -0.1 | -1.3 | CC(=O)N/C(=C/c1ccc2c(c1)OCO2)C(=O)NC(Cc1ccccc1)C(=O)O (configuration not stated) | 4.0
3.8 | 0.0 | -12.0 | -1.8 | -2.9 | -1.2 | 101.0 | 0.6 | 3.5 | Cn1c(Cc2cccs2)nnc1SC/C=C/c1ccccc1 | 3.2
13.9 | 3.5 | -3.5 | -14.5 | -1.0 | 2.5 | 97.0 | 0.0 | -0.6 | COc1cc(-c2noc(C)c2C(=O)NCCCN2CCOCC2)cc(OC)c1OC | -5.3
0.4 | 2.8 | -2.3 | 5.9 | 0.5 | -1.6 | 86.0 | 0.6 | -1.2 | Nc1ccc(-c2sc(N)nc2-c2ccccc2)cc1 | -17.4
-3.5 | -1.4 | -13.8 | / | 2.4 | 3.9 | 101.0 | 0.0 | 7.6 | CCCCCCN1C[C@@H](n2cc(COC(=O)c3ccccc3)nn2)[C@H](O)C[C@@H]1c1ccccc1 | -9.2
-3.1 | 7.6 | 5.0 | -1.7 | -0.1 | 2.7 | 95.0 | 0.3 | 5.3 | CCCCNC(=O)c1onc(CSc2ccc(Cl)cc2)c1C(=O)O | -6.2
-3.4 | 1.5 | -7.0 | -2.4 | 2.6 | -6.7 | 102.0 | 0.0 | 42.4* | CCCOc1ccc(/C(O)=C2\C(=O)C(=O)N(c3ccccn3)C2c2ccccc2F)cc1C (configuration not stated) | 6.9
2.8 | -0.6 | -0.3 | 18.1 | 2.0 | 3.6 | 99.0 | 0.1 | 11.6 | CCS(=O)(=O)c1ccc2c(c1)N(S(C)(=O)=O)CC(C(=O)NCc1ccccc1OC)O2 (configuration not stated) | 10.1
0.3 | 0.0 | -9.5 | 3.1 | 0.5 | 2.2 | 90.0 | -0.2 | 5.7 | Cc1ccccc1NC(=O)C1=CC=CN2CCS(=O)(=O)N=C12 | -6.7
-1.3 | -1.0 | -17.0 | -6.4 | 2.7 | 1.6 | 95.0 | 0.0 | 13.3 | C/C(=N\NC(=O)Cc1ccc(O)cc1)c1cccnc1 | -11.6
-3.0 | -3.4 | -12.5 | -11.1 | 1.3 | 2.5 | 117.0 | -0.2 | 2.4 | O=C(NCc1ccc(F)cc1)c1cc(C2CCCN(C(=O)CCCc3ccccc3)C2)on1 (configuration not stated) | /
34.2 | -2.7 | -5.7 | 4.6 | / | 27.1* | 100.0 | -0.1 | / | Oc1ccc(C[C@H]2CN([C@@H](Cc3ccc(O)cc3)CN3CCC[C@@H]3CN3C(=S)NC[C@@H]3Cc3ccccc3)C(=S)N2CCc2ccccc2)cc1 | /
-1.4 | 1.5 | 6.9 | -3.4 | -1.5 | 1.8 | 97.0 | 0.0 | 7.2 | C[C@@H]1CN([C@@H](C)CO)S(=O)(=O)c2ccc(Br)cc2O[C@H]1CN(C)C(=O)c1ccccc1 | -0.1
72.5* | -6.7 | -3.2 | -2.2 | 2.8 | 16.0 | 97.0 | 0.7 | 17.4 | CCOc1ccccc1CNC(=O)C1CCCN(c2nnc(C)c3c(C)n(-c4ccccc4)nc23)C1 (configuration not stated) | -3.2
-6.1 | -0.2 | -5.8 | 8.2 | -1.4 | 0.6 | 95.0 | 0.2 | 7.1 | CC(=O)c1ccc(OCC(=O)NCC(c2ccco2)N2CCCCC2)cc1 (configuration not stated) | 7.0
-0.4 | -0.4 | -7.2 | 0.8 | -2.7 | 5.0 | 95.0 | -0.4 | -5.4 | COc1ccc(NS(=O)(=O)c2cc(NC(=O)c3ccc(Cl)cc3)ccc2N2CCOCC2)cc1 | 8.6
6.0 | / | 5.6 | / | / | 1.7 | / | 0.0 | / | CCC(c1nc2ccccc2[nH]1)n1c(-c2ccc3ccccc3c2)nc2ccccc21 (configuration not stated) | /
0.1 | -0.4 | 9.5 | -2.9 | -1.8 | 4.0 | 100.0 | -0.1 | 7.4 | O=C(CN(C(=O)CCC(=O)Nc1nccs1)c1ccccc1F)NCC1CCCO1 (configuration not stated) | -1.4
1.6 | -3.0 | -6.8 | 5.1 | -2.1 | 23.2* | 98.0 | 0.5 | -3.2 | CN1CCN(CC#CCn2c3ccccc3c3ccccc32)CC1 | 0.1
-1.9 | -0.8 | -0.5 | 5.7 | 3.2 | -3.9 | 99.0 | -0.1 | -3.6 | CC(=O)Oc1cccc(N2C(=O)c3ccc(C(=O)O)cc3C2=O)c1 | -7.2
0.1 | 2.2 | -0.4 | -1.5 | -0.7 | -0.5 | 100.0 | 0.3 | 3.7 | COc1ccccc1NC(=O)CN1CCN(S(=O)(=O)c2ccc(Br)cc2)CC1 | -1.7
3.6 | 0.9 | -0.5 | -3.8 | 0.6 | 3.0 | 100.0 | 0.0 | -11.0 | Cc1ccc(CN2CCN(Cc3nc4ccccc4nc3C)CC2CCO)cc1 (configuration not stated) | -6.6
17.1 | -9.2 | 0.5 | 12.8 | 1.2 | 11.3 | 99.0 | 0.4 | 1.4 | COc1ccc(-c2csc(N(CCCN(C)C)C(=O)c3ccccc3C)n2)cc1 | -6.6
9.1 | -0.2 | 3.5 | 2.4 | -1.3 | -8.7 | 95.0 | 0.1 | 4.4 | Cc1cc(NC(=O)CCC(=O)N(Cc2ccco2)C2(C(=O)NC3CCCC3)CCCCC2)no1 | 1.2
2.8 | -2.4 | -17.9 | 1.2 | -1.6 | -0.3 | 98.0 | -0.2 | 2.8 | CC1=C(C(=O)OCC2CCCO2)C(c2coc3ccc(Cl)cc3c2=O)C2=C(CCCC2=O)N1 (configuration not stated) | -14.7
1.2 | 1.7 | 0.4 | -4.4 | -0.6 | -7.2 | 92.0 | 0.0 | -1.2 | Cc1cc(NC(=O)c2ccccc2C)n(-c2cccc(F)c2)n1 | 6.2
7.9 | -5.2 | -8.9 | -30.0 | -0.7 | -1.0 | 98.0 | 1.7 | 14.3 | CN(C)c1ccc(CC(=O)N2CCCC(c3cc(C(=O)Nc4ccc(C(C)(C)C)cc4)no3)C2)cc1 (configuration not stated) | /
0.8 | 3.1 | -3.0 | / | 0.5 | 5.8 | 98.0 | -0.3 | 0.0 | COC(=O)C1=C(C(=O)OC)[C@@H]2N(C)c3ccccc3[C@@]23C[C@@H](C(=O)OC)N(C(=O)C2CCC2)C3=N1 | -6.2
1.5 | -0.7 | -0.8 | 2.5 | -2.4 | 1.5 | 104.0 | 0.8 | 1.2 | CCOc1ccc(-c2cccc(NS(=O)(=O)c3cc([N+](=O)[O-])ccc3Cl)c2)nn1 | -2.0
-4.3 | 0.6 | -3.3 | -5.1 | 0.1 | 8.1 | 111.0 | 0.4 | 0.0 | O=C(CSc1n[nH]c(=O)n1C1CC1)Nc1ccc(OC(F)(F)F)cc1 | -16.4
-0.6 | 2.2 | -1.2 | 1.6 | -0.1 | -1.8 | 99.0 | 0.0 | -3.0 | Cn1cccc1C(=O)OCC(=O)NC1CCS(=O)(=O)C1 (configuration not stated) | -3.9
-5.7 | 1.8 | -11.8 | 14.0 | 2.1 | -7.7 | 92.0 | 0.7 | 10.5 | CCc1cc(=O)oc2cc(OCC(=O)NCCN3CCOCC3)c(Cl)cc12 | -7.0
14.0 | -4.1 | -37.5 | -1.8 | 3.9 | 45.6* | 107.0 | 0.4 | 4.1 | CN(C)CCOc1ccc(/C(=C(/CCCl)c2ccccc2)c2ccccc2)cc1 | 7.5
-6.2 | 2.1 | -1.9 | -10.9 | 0.1 | -2.2 | 105.0 | -0.2 | -0.8 | CN1OC[C@@H]2CN(C(=O)C(C)(C)C)[C@H](c3cccc(N4CCOCC4)c3)C[C@@H]21 | -5.7
2.7 | -0.6 | 6.8 | 0.3 | -1.7 | -2.7 | 99.0 | -0.1 | 1.5 | CCN(C(=O)c1c(N)cnn1C)c1ccccc1 | 4.1
3.6 | 1.4 | 11.1 | -6.4 | -1.0 | -0.5 | 92.0 | 0.1 | -1.8 | N#CC(C#N)=C(N)Nc1cccc(Cl)c1 | -8.9
6.2 | -1.3 | 4.1 | 4.4 | -1.4 | -0.7 | 99.0 | -0.3 | 8.0 | Cc1cc(C)c2cc(C(c3nnnn3CC3CCCO3)N3CCN4CCCC4C3)c(=O)[nH]c2c1 (configuration not stated) | -5.4

In the list so far, 3 have a COOH group:
Granule exo inh | Glyco luc inh | NOD2 RIPK2 PPI | Vif inh | MC4R ag barr | ABHD5 PLIN5 PPI | ABCB6 inh MLPCN | aDG glyco up | MC4R antag cAMP | molecule | TLR9-MyD88 block
-0.6 | 2.7 | 0.2 | -2.5 | -0.7 | -4.9 | 92.0 | -0.1 | -1.3 | CC(=O)N/C(=C/c1ccc2c(c1)OCO2)C(=O)NC(Cc1ccccc1)C(=O)O (configuration not stated) | 4.0
-3.1 | 7.6 | 5.0 | -1.7 | -0.1 | 2.7 | 95.0 | 0.3 | 5.3 | CCCCNC(=O)c1onc(CSc2ccc(Cl)cc2)c1C(=O)O | -6.2
-1.9 | -0.8 | -0.5 | 5.7 | 3.2 | -3.9 | 99.0 | -0.1 | -3.6 | CC(=O)Oc1cccc(N2C(=O)c3ccc(C(=O)O)cc3C2=O)c1 | -7.2

Further compounds
Granule exo inh | Glyco luc inh | NOD2 RIPK2 PPI | Vif inh | MC4R ag barr | ABHD5 PLIN5 PPI | ABCB6 inh MLPCN | aDG glyco up | MC4R antag cAMP | molecule | TLR9-MyD88 block
-6.5 | 1.5 | -7.9 | 5.1 | -1.4 | -4.2 | 101.0 | -0.1 | 9.1 | CN(CC1CCCN(CCc2ccc(F)cc2)C1)C(=O)CCC(N)=O (configuration not stated) | -0.6
-2.5 | -0.2 | 1.5 | -1.6 | -0.1 | 2.8 | 95.0 | -0.1 | 16.2 | CCC(C)[C@@H](C(=O)NCC1CCC(C(=O)O)CC1)n1nnc2ccccc2c1=O (some centres not stated) | 0.4
-3.8 | 2.9 | -6.7 | -7.9 | -0.5 | -1.8 | 100.0 | -0.1 | 5.6 | Cc1cccc(C(=O)OCC(=O)NCC(C)C)c1O | 10.1
2.7 | 0.7 | 2.0 | -22.9 | -1.9 | -3.6 | 96.0 | 0.1 | -2.0 | COc1ccc(-c2csc(C(O)c3ccc(F)c(OC)c3)n2)cn1 (configuration not stated) | /
-4.3 | -1.2 | 0.3 | 12.6 | 2.8 | -0.9 | 103.0 | -0.1 | 1.2 | O=C(NCCCNC(=O)c1cnccn1)c1ccc(Cl)cc1 | 7.2
0.3 | 0.8 | -1.7 | 2.0 | -0.6 | 2.8 | 101.0 | -0.4 | 3.6 | CC(C)CCN1CC(C(=O)NC(C)C)CC1=O (configuration not stated) | -23.7
-1.5 | 1.8 | 1.2 | / | -1.4 | 3.3 | 101.0 | 0.0 | 0.7 | COc1ccccc1NC(=O)CCC(=O)Nc1nnc(C(F)(F)F)s1 | 5.0
